HKDC1 inh – HKDC1 hexokinase inhibitors, primary screen, biochemical, fluorescence, uHTS. Q2TB90. recombinant HKDC1, G6PDH/diaphorase resazurin coupled fluorescence. inhibition, % at 20 µM. 340,000 compounds, 0.16% hits. AID 493160, 2011;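 active means inhibition above about 35% when tested at 20 µM, limit read from the data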;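 further: plate controls were DMSO wells with enzyme for no effect and DMSO wells lacking enzyme for full effect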
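Test system: recombinant HKDC1 (HK5) hexokinase enzyme, produced in-house / Doses: 20 µM test compound, 1% DMSO / Timing: 90 min, room temperature / Detection: G6PDH/diaphorase-coupled fluorescence, 1 mM NADP, 100 µM resazurin, 525/613 nm / Control set: DMSO wells with and without enzyme mix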
SENP1 FRET inh – human SENP1 catalytic domain inhibitors, primary screen, biochemical, FRET, uHTS; recombinant SENP1 catalytic domain, CyPet-SUMO1-YPet FRET cleavage; inhibition, % at 10 µM; 360,000 compounds, 0.21% hits;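 active means inhibition at least 30% at 10 µM, raw YFP signal under a set limit, fluorescence ratio 0.5 to 1.5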;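 further: 0% = enzyme with DMSO and 100% = no enzyme wells; some results filed as inactive read as strong as hits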
Target sequence (Q9P0U3 419-644 limits assumed): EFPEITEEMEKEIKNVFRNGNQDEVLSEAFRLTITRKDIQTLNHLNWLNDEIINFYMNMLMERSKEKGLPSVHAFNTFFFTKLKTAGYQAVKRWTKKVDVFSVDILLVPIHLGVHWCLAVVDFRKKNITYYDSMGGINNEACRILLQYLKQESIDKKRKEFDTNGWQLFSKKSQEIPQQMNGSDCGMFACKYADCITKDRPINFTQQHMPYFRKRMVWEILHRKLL
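Material: hSENP1 catalytic domain, recombinant; medium: Tris pH 8 with BME, BSA, NP40 and catalase; compound: single concentration of 10 µM compound, 0.5% DMSO final; technique: FRET read of cyan and yellow fluorescence; timing: 50 min enzyme reaction, room temperature, light-protected; reagent: SFCypet-SUMO1-SFYpet substrate at 25 nM; control set: no-enzyme low, enzyme-DMSO high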
NALP3 yeast inh – NALP3 inflammasome inhibitors in reconstituted yeast, primary screen, luminescence, uHTS; 330,000 compounds, 0.39% hits; inhibition, % at 10 µM; Yeast reconstituted NLRP3/ASC/caspase-1, beta-gal luminescence, 24 h;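 active means inhibition of 50% or more; inactive means inhibition below 50%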;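 further: plate controls were induced DMSO wells for no effect and uninduced yeast grown without galactose for full effect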
SENP8 block-1 – human SENP8 protease inhibitors, primary screen, biochemical, fluorescence, Nedd8 protein substrate, uHTS; AID 602440, 2012; 360,000 compounds, 0.64% hits; recombinant SENP8; inhibition, % at 20 µM; Sentrin-specific protease 8 (Homo sapiens), Q96LD8; in the data active means inhibition mostly above about 40%, no sharp cut-off; inactive means mostly below about 27%
Target sequence (Q96LD8 whole entry, looked up): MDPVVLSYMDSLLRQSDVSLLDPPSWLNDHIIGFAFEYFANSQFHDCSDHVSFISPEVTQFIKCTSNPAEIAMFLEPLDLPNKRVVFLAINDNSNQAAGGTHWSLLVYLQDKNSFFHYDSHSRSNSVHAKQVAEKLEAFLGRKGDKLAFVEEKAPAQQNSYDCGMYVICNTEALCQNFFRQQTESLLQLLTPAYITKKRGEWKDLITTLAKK
Apaf1 inhib – inhibitors of human Apaf-1 apoptosome, primary screen, biochemical, DEVD-Rh110 fluorescence, uHTS; Apoptotic protease-activating factor 1 (Homo sapiens), O14727; 330,000 compounds, 0.71% hits; inhibition, % at 20 µM; AID 489030, 2010; reconstituted apoptosome caspase-3 activity; active means inhibition of at least 40% at 20 µM;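 further: plate controls were DMSO wells for no effect and DEVD-CHO caspase inhibitor wells for full effect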
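Material: reconstituted apoptosome with Apaf-1, cytochrome c, caspase-9, procaspase-3, dATP; medium: pH 7.5 Hepes buffer with CHAPS, BSA, DTT; also added: cytochrome c and DEVD-Rh110 substrate; timing: 30 min plus 50 min, RT; signal: Rh110 fluorescence intensity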
SENP8 block-2 – SENP8 protease inhibitors, primary screen, biochemical, luminescence. purified SENP8, Z-RLRGG-aminoluciferin cleavage. AID 2540, 2010. Sentrin-specific protease 8 (Homo sapiens), Q96LD8. 330,000 compounds, 1.2% hits. inhibition, % at 10 µM; in the data active means inhibition above about 50%
SENP7 block – SENP7 protease inhibitors, primary screen, biochemical, luminescence, uHTS. 330,000 compounds, 1.5% hits. inhibition, % at 5 µM. recombinant SENP7, Z-RLRGG-aminoluciferin luminescence, 40 min. Sentrin-specific protease 7 (Homo sapiens), Q9BQF6;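 active means inhibition above about 50% at the single test dose, limit read from the data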;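 further: plate controls were DMSO with enzyme for no effect and no enzyme buffer wells for full effect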
PfGluPho inh – PfG6PD enzyme inhibitors, primary screen, biochemical, fluorescence intensity, uHTS; glucose-6-phosphate dehydrogenase-6-phosphogluconolactonase (Plasmodium falciparum 3D7); 350,000 compounds, 0.78% hits; AID 504690, 2011; inhibition, % at 20 µM; PfGluPho enzyme, NADPH resazurin-diaphorase fluorescence;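 active means inhibition reaching at least a set limit at 20 µM in the primary screen, cut at about 59% in these data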;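 further: 0% = DMSO wells with substrate and 100% = DMSO wells lacking glucose-6-phosphate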
SENP6 block – SENP6 protease inhibitors, primary screen, biochemical, luminescence, uHTS; Recombinant SENP6 catalytic domain, aminoluciferin luminescence; inhibition, % at 10 µM; 330,000 compounds, 1.8% hits;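 active means inhibition above about 50% at the single tested dose, limit read from the data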;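 further: plate controls were DMSO wells with enzyme for no effect and DMSO wells lacking enzyme for full effect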
Target sequence (Q9GZR1 628-1112 limits assumed): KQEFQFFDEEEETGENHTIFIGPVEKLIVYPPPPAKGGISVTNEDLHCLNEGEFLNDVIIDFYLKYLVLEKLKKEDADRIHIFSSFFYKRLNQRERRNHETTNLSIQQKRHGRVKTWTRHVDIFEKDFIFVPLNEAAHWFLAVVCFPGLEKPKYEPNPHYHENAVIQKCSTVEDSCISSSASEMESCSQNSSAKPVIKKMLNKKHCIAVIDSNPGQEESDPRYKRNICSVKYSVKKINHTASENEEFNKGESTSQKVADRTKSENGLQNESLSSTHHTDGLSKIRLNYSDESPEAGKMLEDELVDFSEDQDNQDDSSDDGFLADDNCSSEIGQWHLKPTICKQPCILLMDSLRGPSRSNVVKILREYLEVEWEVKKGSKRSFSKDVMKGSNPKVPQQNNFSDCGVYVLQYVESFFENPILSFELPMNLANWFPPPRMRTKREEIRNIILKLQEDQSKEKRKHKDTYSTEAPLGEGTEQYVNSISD
An asterisk follows results filed as active; i = inactive; . = not tested or not shown.

smiles	PfGluPho inh	SENP6 block	Apaf1 inhib	NALP3 yeast inh	SENP8 block-1	SENP7 block	HKDC1 inh	SENP8 block-2	SENP1 FRET inh
O=S(=O)(/N=C(/Nc1ccccc1F)c1ccccc1)c1ccccc1	2	-3	1	-16	10	2	0	-4	0
Cc1ccc(C2/C(=C(\O)c3ccc4c(c3)OCCO4)C(=O)C(=O)N2Cc2cccnc2)cc1 (stereo not drawn)	-17	-7	10	15	-11	3	7	-7	3
CCCc1nc(SCC(=O)N2CCCC2)c2ccccc2n1	5	2	-12	26	18	1	-1	6	1
C=CCn1c(SCC(=O)Nc2ccc(N3CCOCC3)cc2)nnc1-c1ccncc1	-6	-7	6	1	3	-10	-2	-5	3
CCN(CC)C(=O)c1cc2c(=O)c3cc(F)ccc3oc2nc1C	7	7	2	12	-79	7	-10	5	3
CC(=O)Nc1ccc(S(=O)(=O)Nc2nc(C)nc3sc(C)c(C)c23)cc1	-23	-2	-2	15	-10	3	-1	-7	2
COc1ccc(C(=O)n2nc(-c3ccc(C)cc3)nc2N)cc1OC	-10	-9	-10	1	3	1	-4	-2	3
Cc1ccccc1-c1nc(CS(=O)(=O)CC(=O)N2CCc3ccccc32)c(C)o1	4	1	10	0	6	1	-2	3	-1
O=C(N/N=C/c1cc(Br)c(O)c(Br)c1)c1cccc(C(F)(F)F)c1	-17	-10	1	25	2	1	7	3	1
COc1ccc2c(c1)C(=O)CC(c1ccccc1)O2 (stereo not drawn)	2	.	.	.	i	.	-1	.	1
COc1cc(C(=O)N/C(=C/c2ccc(F)cc2)C(=O)NC(C(=O)O)c2ccccc2)cc(OC)c1OC (stereo not drawn)	-9	-24	8	-8	-8	-6	-3	-5	2
Cc1csc(=O)n1CC(=O)OCC(=O)c1ccc(Br)cc1	-2	-13	9	1	6	5	-2	1	0
CCc1ccc(NC(=O)Cn2cccc2)cc1	-7	-20	-12	11	6	-9	-4	-1	3
Cc1ccc2cc(C)c3nnc(SCC(=O)N4CCN(C(=O)c5ccco5)CC4)n3c2c1	33	15	-4	0	-12	2	10	-1	0
Nc1c(N2CCN(c3ccccc3)CC2)c2ccccc2oc1=O	20	-14	10	4	-5	-6	2	-4	1
COC(=O)c1cn(C(=O)c2cccs2)c2ccccc12	-4	-14	0	26	-3	3	8	-2	0
CSc1nc(-c2ccccc2)nc(N2CCOCC2)c1C(C)=O	4	4	1	10	12	-2	-6	0	2
CCn1ncc(NC(=S)NCCc2ccc(OC)c(OC)c2)c1C(N)=O	-23	-13	0	13	4	5	17	-6	-1
Cc1ccccc1CSCC(=O)NNC(=S)NCC1CCCO1 (stereo not drawn)	-1	-2	5	28	4	-9	-8	1	1
CCOC(=O)C1=C(C)NC(C)=C(C(=O)OCC)C1c1ccc(Br)o1	43	-5	8	5	-146	-8	-1	-11	2
COc1ccc(NC(=O)CS(=O)CC(=O)Nc2ccc(NC(C)=O)cc2)cc1 (stereo not drawn)	-12	-28	11	27	-2	-10	-5	-12	3
Cc1ccccc1C(=O)NNC(=O)C1CC(=O)N(c2ccc3c(c2)OCCO3)C1 (stereo not drawn)	9	11	-9	-21	16	12	-8	0	-1
CC(=O)N1c2ccc(S(=O)(=O)N3CCCCC3)cc2CC1C(=O)NCc1ccccc1C (stereo not drawn)	-3	0	8	5	20	4	-6	-5	3
O=C(C[n+]1cc(Br)cc2ccccc21)c1ccccc1	10	6	13	18	0	3	0	1	22
O=C(COC(=O)/C=C/c1ccco1)NCCN1C(=O)CSC1=O	3	.	.	.	4	.	-2	.	1
N/C(Cc1cccs1)=N\OC(=O)COc1ccc(Br)cc1	20	-16	0	34	12	2	-2	-6	0
CN(C)c1cccc(C(=O)OCC(=O)NC(=O)NCc2ccccc2)c1	-7	-7	7	18	-495	-2	1	5	-1
CC(=O)Nc1nc2c(ccc3ccccc32)s1	8	4	-4	28	5	6	-3	-5	1
Cc1ccc(C2=NOC(C)(c3nnc(-c4ccncc4)o3)C2)cc1 (stereo not drawn)	-13	-4	-6	18	-26	13	0	-13	2
Cc1cccc(C)c1NC(=O)CNC(=O)CCC(=O)N1CCOCC1	-7	2	-1	4	2	-2	3	0	1
Clc1ccc(-c2nnc(N3CCOCC3)o2)cc1	9	-15	3	9	-53	-6	0	-7	1
Cc1cc(C)n(Cc2ccccc2)c(=O)c1S(=O)(=O)c1ccccc1	-13	-12	0	-1	-106	-10	-3	-13	0
O=C(CCCn1c(=O)[nH]c2cc(Cl)ccc2c1=O)N1CCN(c2ccc([N+](=O)[O-])cc2)CC1	34	.	.	.	26	.	4	.	-7
O=C(N/N=C1/CCCc2ccccc21)c1cc([N+](=O)[O-])cc([N+](=O)[O-])c1	.	-25	6	-4	.	-2	.	-9	.
COc1ccc(/C=N/OCC(=O)NC(c2ccccc2)c2ccccc2)c(OC)c1	-1	-12	28	11	5	5	13	0	0
CC(=O)c1ccc(Nc2ccc(-c3ccccc3C)nn2)cc1	18	3	-8	30	-333	-2	1	-10	-70
CN(C(=O)COC(=O)CNC(=O)C1CCCCC1)c1ccccc1	-8	-6	-10	3	9	4	-2	-4	1
COc1cccc(C(=O)Nc2ccccc2C(=O)NC2CC2)c1	-12	6	0	24	4	5	1	1	0
O=C(COc1ccc(-n2ccnc2)cc1)Nc1cccc(Cl)c1	-13	12	-11	7	14	1	-5	-2	-2
Oc1ccccc1C=NC1CCCCC1N=Cc1ccccc1O (stereo not drawn)	-12	-22	13	9	13	-11	-15	-6	-6
O=C(NNc1nc2c(F)cccc2s1)c1ccc(F)cc1	2	-14	4	-3	6	-3	-23	-8	2
CCC(=O)N1CCN(c2ccc(NC(=O)c3ccc(N4CCOCC4)c([N+](=O)[O-])c3)cc2)CC1	9	10	-4	25	9	-4	3	2	0
Cc1ccnc(-n2c(C)cc(/C=N/NC(=O)COc3cccc4cccnc34)c2C)c1	-6	3	-3	21	-1	7	-2	-6	-2
c1ccc(C(CN2CCOCC2)c2ccccc2)cc1	-3	9	-15	2	18	-1	-10	2	1
CC(=O)c1sc(NC(=O)C2CCCN2S(=O)(=O)c2ccccc2F)nc1C (stereo not drawn)	-8	18	3	1	-12	3	-4	1	-1
CCCSc1cc(=O)n(-c2ccc(F)cc2)nc1C(=O)OCC	14	-2	4	14	1	1	-10	-6	-2
Cc1ccc(C(c2nnnn2Cc2cccs2)N2CCN(C(=O)c3ccco3)CC2)cc1 (stereo not drawn)	-3	5	8	9	8	7	-2	1	0
C[n+]1cccc2ccc3c(c21)OC(N)=C(C#N)C3c1ccccc1 (stereo not drawn)	23	10	-11	21	1	4	6	1	-1
CN(CC(=O)Nc1ccc(S(=O)(=O)N(C)C)cc1)Cc1ccc(C(F)(F)F)cc1	16	-10	7	1	7	6	-1	-5	-1
Cc1cc(C)n(-c2ccc(S(=O)(=O)N3CCCC3)cc2[N+](=O)[O-])n1	6	-18	-24	9	27	4	3	7	4

Compounds above with two or more sulfur atoms, in the order listed:
smiles	PfGluPho inh	SENP6 block	Apaf1 inhib	NALP3 yeast inh	SENP8 block-1	SENP7 block	HKDC1 inh	SENP8 block-2	SENP1 FRET inh
CC(=O)Nc1ccc(S(=O)(=O)Nc2nc(C)nc3sc(C)c(C)c23)cc1	-23	-2	-2	15	-10	3	-1	-7	2
Cc1ccccc1CSCC(=O)NNC(=S)NCC1CCCO1 (stereo not drawn)	-1	-2	5	28	4	-9	-8	1	1
CC(=O)c1sc(NC(=O)C2CCCN2S(=O)(=O)c2ccccc2F)nc1C (stereo not drawn)	-8	18	3	1	-12	3	-4	1	-1

(further entries)
smiles	PfGluPho inh	SENP6 block	Apaf1 inhib	NALP3 yeast inh	SENP8 block-1	SENP7 block	HKDC1 inh	SENP8 block-2	SENP1 FRET inh
CCCCN(C(=O)CSCC(=O)Nc1ccc(OC)cc1)c1c(N)n(CCC)c(=O)[nH]c1=O	4	-15	1	15	-11	8	-3	-14	-2
COCCn1c(C)cc(C(=O)CSc2nncn2-c2ccccc2)c1C	7	4	6	0	15	-2	-14	1	-6
O=C(Nc1c(O)c2ccccc2[nH]c1=O)c1ccco1	10	45	-21	16	12	1	-6	4	-1
COc1cccc(Cn2nc3c4cc(F)ccc4n(Cc4ccc(F)cc4)cc-3c2=O)c1	-1	6	5	15	13	2	-5	9	13

Ordered by value in PfGluPho inh (falling): some entries from above
molecule,PfGluPho inh
O=C(Nc1c(O)c2ccccc2[nH]c1=O)c1ccco1,10
COCCn1c(C)cc(C(=O)CSc2nncn2-c2ccccc2)c1C,7
CCCCN(C(=O)CSCC(=O)Nc1ccc(OC)cc1)c1c(N)n(CCC)c(=O)[nH]c1=O,4

Assay outcomes: PubChem BioAssay, Sanford-Burnham Center for Chemical Genomics
